B2AR arrestin – agonists driving beta-arrestin recruitment to human beta2-adrenergic receptor | P07550 | beta-arrestin recruitment to beta2AR, cell-based reporter | Potency, µM (titrated, usually from 46.1 µM), inactives show at the highest dose activation, most hits filed as activators | hit rate 0.02% among 330,000 | AID 492947;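 further: potency means the concentration at half of the fitted maximal effect; 0% = DMSO controls and full agonism = EC100 isoproterenol or metaproterenol; nearly all actives have a fitted effect of over 65% in size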
Tb PFK inh – T. brucei PFK enzyme inhibition | O15648 | T. brucei PFK, ADP-Glo luminescence | Potency, µM (series often up to 57.5 µM), inactives show top-dose activity, negative = inhibition, most hits filed as inhibitors | hit rate 0.17% among 330,000;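 further: potency means the concentration at half of the fitted maximal effect; 0% = uninhibited 1x PFK enzyme wells and -100% = no-enzyme wells; nearly all actives have a fitted effect of over 60% in size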
Target sequence (O15648 whole entry, looked up): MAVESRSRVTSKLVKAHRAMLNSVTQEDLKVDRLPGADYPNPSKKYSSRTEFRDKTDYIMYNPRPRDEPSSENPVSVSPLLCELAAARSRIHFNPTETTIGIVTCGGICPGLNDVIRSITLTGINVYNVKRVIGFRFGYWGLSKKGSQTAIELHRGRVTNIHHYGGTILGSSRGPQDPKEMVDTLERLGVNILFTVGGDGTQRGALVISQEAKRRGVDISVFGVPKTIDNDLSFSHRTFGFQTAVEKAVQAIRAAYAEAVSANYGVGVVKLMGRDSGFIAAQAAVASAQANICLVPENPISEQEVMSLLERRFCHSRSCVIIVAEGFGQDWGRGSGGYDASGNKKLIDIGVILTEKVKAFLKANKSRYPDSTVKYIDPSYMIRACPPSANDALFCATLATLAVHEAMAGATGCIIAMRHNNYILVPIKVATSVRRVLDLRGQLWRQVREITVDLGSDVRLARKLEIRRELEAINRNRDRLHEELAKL
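PFK 1.25 nM, F6P 0.5 mM, ATP 0.1 mM, 0.1 M TEA pH 8.0, 5 mM MgCl2, 0.01% Tween20, 0.1% BSA; 45 min RT. ADP-Glo readout. qHTS titration up to 57 uM; curves fitted, compounds curve-classed.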
BCR signal inh – blocks chronic active B-cell receptor signaling. ABC-DLBCL IkBa-CBG/CBR reporter, luminescence ratio, 4 h. Potency, µM (titrated, usually from 46.1 µM), for the others: at the top dose ratio change, negative = lower green/red ratio, usual class: inhibitors. hit rate 0.05% among 340,000. AID 493014; active means well fitted inhibition curve with a large enough effect in the signal ratio, with a control signal flat, not every such curve was filed as active; inconclusive means small, poorly fitted or top-dose-only effect, or effect the other way, or a change in a side signal; the % refers to the signal ratio;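 further: potency means the concentration at half of the fitted maximal effect; plate controls were basal doxycycline-induced cells for no effect and cells given 10 µM MG132 for full effect; MG132 reads +100%, hits lower the ratio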
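Compounds up to 46 uM were incubated four hours with TMD8 cells whose green CBG68 luciferase is fused to IkappaBalpha; red CBR luminescence normalised the signal, and concentration-effect curves were fitted to fusion, red and ratio data.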
GALK inhibitor – inhibitors of human galactokinase; hit rate 0.007% among 270,000; P51570; Purified GALK, Kinase-Glo residual ATP luminescence; Potency, µM (titrated, usually from 57.5 µM), inactives show top-dose activity change, negative = inhibition, usual class: inhibitors; further: potency means the concentration at half of the fitted maximal effect; on the % scale 0 is the no-effect control and ±100 the full control effect
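Compounds were pin-transferred into ATP buffer (35 uM final), then GALK plus galactose (5 nM, 100 uM final) was added. After 1 h at room temperature, Kinase-Glo Plus was added and luminescence read after 10 min.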
Integrin act MD – activators of alpha7 integrin expression for muscular dystrophy | hit rate 0.064% among 350,000 | alpha7betagal myoblasts, beta-gal FDG fluorescence, 48 h | Potency, µM (doses to about 38.3 µM), without a hit: top-dose activation, usual class: activators | AID 624291;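 further: potency means the concentration at half of the fitted maximal effect; 100% = response of the positive control SU9516; nearly all actives have a fitted effect of over 60% in size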
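alpha7betagal+/- myoblasts (passage 13, 250/well) treated 48 h at 37C with compounds at 1:260 dilution of DMSO stock. Lysed, then beta-galactosidase activity read as FDG fluorescence (ex 480/em 540) after 30 min, with pre-read for autofluorescence.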
Giardia killer – Giardia lamblia killing; activity change, % at 7.66 µM, hits read low; Giardia lamblia trophozoite viability; hit rate 0.15% among 340,000; AID 540267; in the data active means activity change below about -80%; inconclusive means between about -30% and that limit;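 further: parasites exposed to compound for two days anaerobically before the ATP read; on the % scale 0 is the no-effect control and ±100 the full control effect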
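Giardia trophozoites, 100 cells per well, were exposed to compounds for 48 hrs at 37 deg C under anaerobic conditions; viability was then read as ATP content by bioluminescence after 15-30 min at room temperature.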
S-ASM inh – inhibitors of human secretory acid sphingomyelinase; placental ASM, HMU-PC fluorogenic substrate, 60 min; hit rate 0.006% among 340,000; Potency, µM (series often up to 57.5 µM), for the others: top-dose activity change, negative = inhibition, hits mostly inhibitors; P17405; further: potency means the concentration at half of the fitted maximal effect
Target sequence (P17405 47-631 limits assumed): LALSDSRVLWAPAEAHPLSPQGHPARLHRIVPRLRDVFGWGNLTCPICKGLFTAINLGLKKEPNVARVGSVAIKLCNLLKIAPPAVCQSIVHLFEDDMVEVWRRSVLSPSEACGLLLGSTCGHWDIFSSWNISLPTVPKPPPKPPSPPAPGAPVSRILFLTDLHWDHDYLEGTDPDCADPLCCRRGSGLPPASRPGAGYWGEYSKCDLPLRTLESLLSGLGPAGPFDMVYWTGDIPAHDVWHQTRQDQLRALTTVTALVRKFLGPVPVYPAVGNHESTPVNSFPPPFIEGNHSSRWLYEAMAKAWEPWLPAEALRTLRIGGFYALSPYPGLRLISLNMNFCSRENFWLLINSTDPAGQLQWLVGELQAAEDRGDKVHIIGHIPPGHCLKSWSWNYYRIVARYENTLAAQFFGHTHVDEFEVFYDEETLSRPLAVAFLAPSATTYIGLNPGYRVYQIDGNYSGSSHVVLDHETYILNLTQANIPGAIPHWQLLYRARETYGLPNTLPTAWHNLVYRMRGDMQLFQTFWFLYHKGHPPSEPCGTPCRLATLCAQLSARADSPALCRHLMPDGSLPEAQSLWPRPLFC
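HMU-PC0 cleavage (9 uM final) by human placental ASM, 60 min at 37 °C following 10 min compound exposure at RT; stopped at pH 10, fluorescence Ex 386/Em 447 nm.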
Menin-MLL TR inh – inhibitors of human menin-MLL interaction, mutant MLL peptide; O00255; Menin + Texas Red MLL mutant peptide, fluorescence polarization; Potency, µM (series often up to 61.6 µM), for the others: at the highest dose FP activity change, negative = inhibition, hits mostly inhibitors; hit rate 0.23% among 270,000; AID 1768; active means well fitted inhibition curve with a large enough effect in the polarisation, with a control signal flat, not every such curve was filed as active; inconclusive means small, poorly fitted or top-dose-only effect, or effect the other way, or a change in a side signal; inactive means no such curve, though single readings can be large or run the other way; the % refers to the polarisation; further: potency means the concentration at half of the fitted maximal effect; % of control where 0% means no effect; many of its hits are not listed in these tables
FBPA coupling cs – coupling enzyme interference in Giardia aldolase counter-screen; activity change, negative = inhibition, % at 58.2 µM, hits read low; coupling enzyme system counterscreen, AmpLite Red fluorescence; hit rate 0.67% among 290,000; in the data active means activity change below about -30%; further: on the % scale 0 is the no-effect control and ±100 the full control effect
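First, compound is pin-transferred into glyceraldehyde-3-phosphate coupling-enzyme reagent at 57.5 uM final and held 10 min at RT. Next, substrate, coupling system and AmpLite Red are added. After 20 min RT, fluorescence (525/598 nm) is read.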
PKM2 act – increases activity of human pyruvate kinase M2; P14618; purified PKM2, Kinase-Glo ATP luminescence, activation; response scale: 0% is enzyme alone, no compound; Potency, µM (titrated, usually from 57.5 µM), inactives show top-dose activation, hits mostly activators; hit rate 0.34% among 260,000; AID 1631; further: potency means the concentration at half of the fitted maximal effect; on the % scale 0 is the no-effect control and ±100 the full control effect; nearly all actives have a fitted effect of over 55% in size
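Purified hPK-M2 (>95% pure) converted ADP (0.1 mM final) to ATP with 0.5 mM PEP in 50 mM imidazole pH7.2, KCl, MgCl2, Tween 20, BSA; 1 h at room temperature. ATP detected by Kinase-Glo luminescence.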
PTAP TSG101 blk – blocks PTAP/TSG101 interaction to inhibit HIV-1 budding | Fluorescence polarization, FITC-PTAP peptide / Tsg101 binding | Q99816 | 340,000 tested, under 10 active | Potency, µM (doses to about 115 µM), without a hit: top-dose activity change, negative = inhibition, most hits filed as inhibitors | AID 493005; active means well fitted inhibition curve with a large enough effect in the main read-out, with a control signal flat, not every such curve was filed as active; inconclusive means small, poorly fitted or top-dose-only effect, or effect the other way, or a change in a side signal; inactive means no such curve, though single readings can be large or run the other way; further: potency means the concentration at half of the fitted maximal effect; % of control where 0% means no effect
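Steps: Tsg101 binding domain dispensed (10 uM final), compounds pinned in DMSO, FITC-labeled PTAP-motif peptide added (50 nM final); after 20 min binding at room temperature, polarization measured.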
The depositor's hits bear a star; ? = inconclusive; . = no result given; [ ] = remark or other dose. Unless noted, the call rests on the fitted dose curve; in most records, active means well fitted curve in the direction sought with a large enough effect; inconclusive means small, poorly fitted or top-dose-only effect, or another doubt; inactive means no such curve, though single readings can be large; an effect the other way counts as inactive or inconclusive.

SMILES,B2AR arrestin,Tb PFK inh,BCR signal inh,GALK inhibitor,Integrin act MD,Giardia killer,S-ASM inh,Menin-MLL TR inh,FBPA coupling cs,PKM2 act,PTAP TSG101 blk
CC1(C)CC(=O)C=C(NCCN2CCN(C(=O)Nc3ccccc3)CC2)C1,0.4%,3%,1%,-1%,15%,22,7%,2%,3,0%,-11%
COCCNC(=O)/C(C#N)=C/c1c(N2CCN(c3cccc(Cl)c3)CC2)nc2c(C)cccn2c1=O,0.2%,3%,2%,0%,-19%,38[activator],426%[activator],-23%,2,.,3%
O=C(c1ccc(=O)[nH]c1)N1CCN(S(=O)(=O)c2ccc3ccccc3c2)CC1,0.0%,0%,0%,.,7%,15,-1%,.,.,.,-2%
O=C(C1=C(O)C(=O)N(CC2CCCO2)C1c1ccccc1F)c1ccco1 (stereo unspecified),0.0%,-2%,-5%,-1%,-7%,-24,1%,-10%,-2,.,-3%
CCOC(=O)C1C(=O)NC(N2CCOCC2)=NC1c1ccco1 (stereo unspecified),0.1%,20%,0%,-2%,5%,2,-1%,21%,1,0%,-2%
CCOC(=O)c1c(C)cc(C)[nH]c1=O,-0.4%,1%,?,1%,9%,6,1%,10%,6,1%,-3%
COC(=O)c1cn(NC(=O)Cc2ccccc2Br)c(=O)c2ccccc12,-1.0%,7%,0%,2%,20%,-3,-3%,16%,10,.,1%
COc1cccc2c1cc1c(=O)n(CC(=O)NCc3ccccn3)nc(C)n12,0.4%,1%,0%,-9%,8%,17,1%,.,.,.,-5%
Cc1ccccc1C(=O)Nc1ccccc1N1CCCCC1,-0.4%,11%,-1%,0%,11%,-18,-3%,-20%,8,-3%,2%
Cc1cc(CNC(=O)c2cc(COc3c(F)cccc3F)on2)nn1C,-0.4%,3%,?,-1%,19%,7,0%,-7%,0,11%,-9%
CCOC(=O)n1c(=O)oc2cc(S(=O)(=O)N3CCCCC3)ccc21,?,-6%,8%,-5%,-8%,-10,0%,-2%,3,0%,-6%
CC(=O)Nc1ccc(C(=O)NCCN2CCOCC2)cc1,0.1%,-2%,-3%,4%,-7%,-8,-1%,0%,3,.,0%
Cc1ccc(N)cc1NC(=O)CN1CCOCC1,0.5%,0%,-7%,-6%,-17%,6,-2%,-14%,0,-1%,1%
COC(C)(C)[C@H](O)COc1c2ccoc2cc2oc(=O)ccc12,-0.4%,3%,2%,.,35%,-8,8%,-8%,-2,-2%,-6%
N#Cc1ccccc1NC(=O)CSc1cn[nH]n1,0.2%,10%,-1%,1%,?,-12,0%,-21%,3,-4%,-3%
CC(NC(=O)c1ccc(-c2ccccc2)cc1)C(c1ccccc1)N1CCOCC1 (stereo unspecified),-0.9%,-2%,1%,.,35%,-1,-7%,.,.,.,-3%
O=C(C1CCCO1)N(c1cccc(Cl)c1)C1C=CS(=O)(=O)C1 (stereo unspecified),-0.6%,-7%,-1%,0%,-10%,26,3%,-12%,-1,-1%,-5%
COc1ccccc1C(=O)NNC(=O)C(=O)NC(C)C,-0.4%,6%,-12%,-3%,7%,10,1%,2%,1,8%,0%
CN(C)c1nc(OCCOC(=O)COc2ccc(Cl)cc2Cl)nc(N(C)C)n1,-2.1%,-1%,2%,-2%,17%,5,-2%,-2%,2,-3%,-7%
C/C(=N/NC(=O)CNC(=O)C(c1ccccc1)c1ccccc1)c1ccco1,0.1%,-12%,-1%,2%,-21%,15,-3%,.,3,-9%,-1%
CC1CC(C)CN(C(=O)CNS(=O)(=O)c2ccc(Br)s2)C1 (stereo unspecified),-0.2%,2%,9%,1%,?,12,-1%,?,1,-1%,-5%
CCOP(=O)(OCC)C(NC(=O)Nc1ccc(C)c(Cl)c1)c1ccccc1 (stereo unspecified),-0.5%,-3%,3%,.,2%,-7,4%,6%,4,0%,-2%
CNCC(=O)N1CCN(c2ncc(C(F)(F)F)cc2Cl)CC1,-0.5%,-1%,-6%,11%,-48%[inhibitor],?,3%,-6%,3,-4%,-6%
O=C(COC(=O)c1cc(-c2ccco2)nc2ccccc12)NCc1ccccc1,-2.9%,-5%,?,1%,-34%,3,307%[activator],?,2,13%,0%
CCOc1ccccc1CNC(=O)C1CCN(c2nnc(C)c3c(C)n(-c4ccc(C)cc4)nc23)CC1,-0.3%,-5%,0%,-12%,-54%[inhibitor],-11,-2%,-13%,1,.,-1%
C=CCNC(=O)Nc1ccc2oc(C)nc2c1,-0.8%,1%,-3%,1%,15%,7,5%,4%,-2,7%,4%
COc1ccc(Nc2nnc(SC(C(=O)Nc3ccc(OC)c(Cl)c3)c3ccccc3)s2)cc1 (stereo unspecified),-1.0%,-9%,0%,0%,-38%,1,-13%,-10%,-7,-11%,2%
COC(=O)c1cc(C(=O)c2cc(F)ccc2O)cn2c(=O)c3c(C)c(C)sc3nc12,0.5%,?,1%,9%,?,?,26%,.,3,1%,-7%
O=C(O)c1ccc(CSc2nc3ccccc3o2)cc1,-0.1%,0%,?,-2%,7%,4,2%,-17%,16,0%,-4%
C=CCNC(=O)COc1coc(CN2CCN(Cc3ccccc3)CC2)cc1=O,-0.8%,-10%,-17%,-1%,-22%,-14,3%,.,.,.,2%
Cc1csc(C2=C(O)CN(c3ccc4c(c3)OCCOCCOCCOCCO4)C2=N)n1,0.2%,-1%,-5%,1%,-8%,-11,3%,-1%,2,0%,0%
CCn1c(=O)cc(OCC(=O)NCC2CCCO2)c2ccccc21 (stereo unspecified),0.0%,-2%,-11%,0%,16%,5,3%,-6%,-1,-1%,-3%
CCOc1ccc(NC(=O)NCCN2CCN(c3cccc(C)c3C)CC2)cc1,0.0%,4%,-2%,-3%,-5%,8,2%,-28%,2,.,-2%
CCOc1ccc(CCNC(=O)CSCc2ccc(C)cc2)cc1OCC,0.1%,0%,-6%,1%,-11%,-2,0%,-7%,-4,-3%,-2%
O=C(COC(=O)/C=C/c1cccc(Cl)c1)NC1CC1,0.2%,0%,3%,.,-5%,16,0%,.,.,.,-1%
CC(C)CN1C(=O)CC(Sc2ccccc2C(=O)O)C1=O (stereo unspecified),0.1%,-1%,5%,-4%,-43%,-14,2%,.,6,-3%,1%
Cc1ccccc1Oc1cc(-n2ncc(Cl)c(Cl)c2=O)ncn1,8.0%,0%,?,-6%,-62%[inhibitor],-17,-2%,22%,2,-3%,-3%
Cc1ccc(/C=N/NC(=O)c2ccc(NC(=O)c3ccc(Cl)cc3)cc2)o1,0.9%,-1%,1%,14%,9%,4,-1%,26%,-2,1%,-8%
Cc1cccc(NC(=S)N/N=C(\c2ccccc2)C(C)C)c1,0.3%,1%,?,6%,11%,18,-3%,8%,-4,-1%,-1%
CCOc1ccc(S(=O)(=O)N2CCOCC2)cc1NC(=O)CN1C(=O)NC(C)(c2ccccc2)C1=O (stereo unspecified),0.2%,3%,?,.,27%,-8,0%,.,.,.,-1%
Cc1nn(C)c(C)c1CN(C(=O)CCc1nnc(Cc2c[nH]c3ccccc23)o1)C(C)C,-0.4%,3%,10%,12%,13%,-12,5%,-12%,-1,-1%,-5%
O=C(c1ccc(OC2CCN(Cc3ccc(F)cc3)CC2)cc1)N1CCCC1,-0.9%,5%,1%,9%,-53%[inhibitor],11,-1%,-13%,1,-13%,1%
O=C(COc1ccc(S(=O)(=O)N2CCOCC2)cc1)NCCN1CCOCC1,0.1%,0%,-2%,6%,-14%,10,3%,-13%,4,-1%,1%
COc1ccc(/C=N/NC(=O)c2ccc(Cn3cc([N+](=O)[O-])cn3)o2)c(OC)c1C,-1.1%,-6%,-6%,.,0%,-16,-2%,?,-3,1%,-4%

These rows are one share of the data; count on the stated rates, not on these rows.
